12-LOX inh: blocks human arachidonate 12S-lipoxygenase; P18054; 580,000 compounds, 1.1% hits; Potency, µM (top dose mostly 108 µM), without a hit: top-dose activity change, negative = inhibition, most hits filed as inhibitors; purified 12hLO, xylenol orange hydroperoxide absorbance; active = well fitted inhibition curve with a large enough effect; inconclusive = small, poorly fitted or top-dose-only effect, or another doubt; inactive = no such curve, though single readings can be large or run the other way
Target sequence (P18054 whole entry, looked up): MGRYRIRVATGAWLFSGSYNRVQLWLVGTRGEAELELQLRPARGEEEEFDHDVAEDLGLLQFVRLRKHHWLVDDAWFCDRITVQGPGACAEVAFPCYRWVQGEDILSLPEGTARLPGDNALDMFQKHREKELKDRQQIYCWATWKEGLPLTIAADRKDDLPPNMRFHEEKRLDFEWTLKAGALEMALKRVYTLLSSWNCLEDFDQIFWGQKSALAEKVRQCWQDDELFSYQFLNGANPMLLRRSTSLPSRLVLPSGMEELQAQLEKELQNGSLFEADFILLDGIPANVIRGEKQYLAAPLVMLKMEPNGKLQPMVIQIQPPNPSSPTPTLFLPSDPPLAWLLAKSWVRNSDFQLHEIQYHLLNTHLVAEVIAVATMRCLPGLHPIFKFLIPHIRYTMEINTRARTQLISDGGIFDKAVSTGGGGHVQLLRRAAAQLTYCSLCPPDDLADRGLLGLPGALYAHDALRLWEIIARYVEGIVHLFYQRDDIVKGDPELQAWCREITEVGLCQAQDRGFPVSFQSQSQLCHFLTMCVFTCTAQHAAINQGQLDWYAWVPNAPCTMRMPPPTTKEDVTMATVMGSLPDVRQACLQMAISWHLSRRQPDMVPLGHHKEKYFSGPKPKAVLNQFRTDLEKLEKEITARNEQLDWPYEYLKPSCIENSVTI
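Purified human 12hLO (150 nM final) in 25 mM Hepes, 0.01% Triton X-100, pH 7.0 was preincubated 15 min at room temperature with compound. Then 40 uM arachidonic acid was added, 30 min. Hydroperoxide was read by Fe-XO absorbance ratio 573/405 nm.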
Numbers without * were called inactive; u = inconclusive; [ ] = dose if it differs, or a comment. % is scaled to controls: 0 for no effect and ±100 for the full control effect; potency is read from the fitted curve at half-maximal effect.

Structure,12-LOX inh
CC(C)N1C[C@@H](CO)[C@H](c2nc(-c3cccnc3)no2)C1,79%[activator]
COCc1cn(CC(C)n2c(=O)c3ccccc3n2Cc2cc(C(C)C)no2)nn1 (configuration not stated),0%
COc1cc(-c2nccc3c(=O)cc(N(C)c4ccccc4)oc23)ccn1,u
O=C(c1cccc(-n2cnnn2)c1)N(Cc1ccco1)Cc1cccs1,-2%
Cn1cc(-c2cn(C)c(=O)n3cc(CNc4ccccc4)nc23)cn1,-13%[176 µM]
Clc1ccc2nc(-c3ccc(Br)cc3)cn2c1,39%[activator]
CCCOC(=O)c1nc2ccccc2nc1N1CCN(Cc2ccccc2)CC1,u
N#Cc1ccccc1COC(=O)c1ccccc1C(=O)c1ccccc1,6%
COc1ccccc1-c1nc(N(C)Cc2ccco2)c2ccccc2n1,u
COc1ccc(CCNC(=O)C(F)(F)F)cc1S(N)(=O)=O,21%
COCc1cn(C[C@H]2C[C@@H](NCc3nccn3C)[C@H](O)[C@@H]2O)nn1,48%[activator]
CCC(C(=O)N1CCN(c2cc(-c3cccs3)[nH]n2)CC1)c1ccccc1 (configuration not stated),3%
Cc1oc2ncnc(N3CCOCC3)c2c1C(=O)NCC1CCN(Cc2cccc(F)c2)CC1,0%
Cc1ccc2c(=O)cc(C(=O)N(Cc3ccccc3)Cc3ccco3)oc2c1,-35%
CC1CCN(C(CNC(=O)c2cc3ccccc3oc2=O)c2cccs2)CC1 (configuration not stated),12%
COc1cc(=O)n2c(c1C(=O)Nc1ccc(Cl)cc1F)CCCC2,u
CCC(=O)Nc1ccc(NC(=O)c2cn(C)c3ccccc23)cc1,-65%
CN(C)c1cccc(C(=O)Nc2ncc(-c3cccc(F)c3)c3c2OCC3)c1,30%[176 µM]
COCC(=O)N[C@H]1C[C@@H](CO)N(Cc2sccc2C)C1,-1%
Clc1cc(N2CCC(N3CCOCC3)CC2)n2nccc2n1,23%[176 µM]
CN1Cc2c(cc(N3CCOCC3)nc2-c2ccccc2OC(F)(F)F)C1=O,15%[176 µM]
O=C1NC2(CCN(CC3CCCCC3)CC2)Oc2ccccc21,-19%[176 µM]
O=C(Nc1ccc(C(O)(C(F)(F)F)C(F)(F)F)cc1)c1ccc(Br)cc1,2%
CCc1nc2nc(C)[nH]n2c(=O)c1NC(=O)Nc1cccc(C(F)(F)F)c1,-27%
CC(C(=O)Nc1cccc2ncccc12)N1CCCCC1 (configuration not stated),18%
COc1ccc(N2Cc3c(ncnc3N3CCC(N4CCCCC4)CC3)N(C)CC2=O)cc1,23%
O=C(NCc1ccc(Cl)nc1)c1cnn2c1CN(C(=O)OCc1ccccc1)CC2,0%[6.33 µM]
COCc1cc(=O)n(CC(=O)Nc2cccc(Cl)c2)c(N2CCOCC2)n1,3%
CC(C)N1C[C@H](O)C[C@H]1c1nnc2n1CCN(C(=O)Cn1c(=O)oc3ccccc31)C2,54%[activator]
C[C@H](CO)N1C[C@H](C)[C@@H](CN(C)S(C)(=O)=O)OCc2cn(nn2)CCCC1=O,-2%
Cc1nnc(-c2cc(-c3cccc(N(C)C)c3)ccn2)n1Cc1ccccc1,63%[activator][176 µM]
CC(=O)NCCC(=O)N1CCC2(CC1)CC(NC(C)=O)c1ccccc12 (configuration not stated),3%[6.33 µM]
Cc1ccc(S(=O)(=O)N2CCC(CCC(=O)N3CCN(C)CC3)CC2)cc1,19%
CC(NC(=O)Cn1nc(-c2ccc(F)cc2)oc1=O)c1ccc(F)cc1 (configuration not stated),1%
CCCN(CC1CCOC1)C(=O)Nc1cccc(Cl)c1 (configuration not stated),36%[activator]
O=C(COc1ccccc1)c1ccc2c(c1)N(CCCC(=O)N1CCCC1)C(=O)CO2,42%[activator]
Cc1ccc(C(C)C)c(OCC(=O)Nc2ccc3oc(C)nc3c2)c1,19%
NS(=O)(=O)c1ccc(N/N=C/c2cccc(/C=N/Nc3ccc(S(N)(=O)=O)cc3[N+](=O)[O-])c2)c([N+](=O)[O-])c1,3%
COc1cccc(CC(=O)N2CCCCCCNC(=O)CC2)c1,20%
CCCCOCC1CN(CCCC)S(=O)(=O)c2c(cccc2N(C)S(=O)(=O)c2ccc(C)cc2)O1 (configuration not stated),-4%
CC(C)(C)c1ccc(C(=O)NCCCCCCNC(=O)c2ccc(C(C)(C)C)cc2)cc1,-27%
CCN(CC)CCNc1nc2c(c(=O)[nH]c(=O)n2C)n1Cc1ccc(Cl)cc1,u
COCC1CN(C(C)=O)CC12CCN(Cc1ccccc1OC)CC2 (configuration not stated),9%
C=CCOc1ccc(CN(C)CC(=O)NC(=O)NCc2cccs2)cc1,-32%
CCCCNC(=O)C1c2ccccc2OCC(=O)N1Cc1cccnc1 (configuration not stated),-1%
O=C(Nc1ccc(Cl)cc1C(F)(F)F)C(c1ccccc1)c1ccccc1,-8%
Cc1ccccc1-c1nnn(CC(=O)Nc2ccc(Cl)c(S(=O)(=O)N3CCOCC3)c2)n1,-12%
Cc1ccn2cc(-c3ccc(NC(=O)CCCc4ccccc4)cc3)nc2n1,-4%
CN(CC1CCOC1)C(=O)Nc1ccc(C(F)(F)F)cc1 (configuration not stated),10%
C[C@@H](NC(=O)c1ccccc1)c1c(-c2ccc(F)cc2)noc1C(=O)O,u
CCOc1ccc2nc(SCC(=O)N3CCN(S(=O)(=O)c4ccccc4)C3)[nH]c2c1,26%
COc1ncccc1-c1cnc2n[nH]c(-c3ccccc3)c2n1,34%[activator][176 µM]
CN(Cc1cccc(C(F)(F)F)c1)[S+](=O)([O-])c1cccc(C(F)(F)F)c1,12%
COc1ccccc1C(=O)N[C@@H]1CN(C2CCOCC2)C[C@H]1CN(C)C,28%
CCn1nccc1C(=O)N1C[C@@H]2CCCN3CCC[C@@H]([C@H]23)[C@H]1CCCC(=O)NCC1CC1,31%[activator]
O=C(Cn1nc2c(cc1=O)CCCCC2)NCCn1c(=O)c(=O)[nH]c2ccccc21,38%[activator]
COc1cccc(C(=O)N2CCN(c3nc4ncccc4o3)CC2)c1,29%[176 µM]
Cc1cccc(C(=O)Nc2cccc(C(=O)N(C)C)c2)c1,1%
COc1ccccc1-c1ccnc(-c2nnc(C)n2C2CCCCC2)c1,17%[176 µM]
COc1ccc(C(=O)CSc2nnc3c(=O)n(-c4ccccc4OC)ccn23)cc1OC,-6%

Further records follow.
Structure,12-LOX inh
Cc1nn(CC(=O)NC(C)(C)C)c(C)c1S(=O)(=O)N1CCCC(C(=O)N2CCN(C)CC2)C1 (configuration not stated),-8%
Cc1ccc(-c2nnc(C3CN(C(=O)Cc4cccc(F)c4)CC34CCOCC4)o2)cc1 (configuration not stated),41%[activator]
COC(=O)Nc1cccc(C(=O)NCc2ccccc2)c1,-1%
O=C(Cc1ccc(Cl)cc1)N1CCC2(CC1)N(c1ccccc1)C(=O)CS2(=O)=O,8%
O=C(Nc1ccccc1)N1CCOC(CN(CC2CC2)C(=O)c2cccc(F)c2)C1 (configuration not stated),3%
CCOc1ccc(N(C(=O)C23CC4CC(CC(C4)C2)C3)C2C=CS(=O)(=O)C2)cc1 (configuration not stated),-9%
C/C(=N\NC(=O)c1ccccc1)c1ccccc1,4%
Nc1nc(F)nc2c1ncn2[C@@H]1O[C@H](COP(=O)(O)O)[C@@H](O)[C@H]1O,-7%[57.4 µM]
COCc1nc2nccc(-c3cc(OC)c(OC)c(OC)c3)n2n1,44%[activator]
COc1ccc(-c2nc3cc(C)ccc3cc2CN2CCC[C@@H]2C(N)=O)cc1OC,-28%
COc1cccc(CNC(=O)CN2C(=O)C(C)=C(c3ccc(C)c(C)c3)S2(=O)=O)c1,u
Cc1ccc(C)c(NC(=O)Cn2nc3n(c2=O)CCCC3)c1,7%
COc1ccc(NC(=O)COc2ccccc2Cl)c2cccnc12,124%[activator]
Cc1oc(-c2cccs2)nc1CC(=O)NCc1ccc(CN2CCC(C)CC2)cc1,-6%
C[S+](=O)([O-])c1ccc(-c2cc(C(=O)N3CCCC3)nn3cccc23)cc1,0%[6.33 µM]
COc1ccc(CN2CCCC3(Cc4ccccc4CN(C(C)=O)C3)C2)cc1 (configuration not stated),8%[6.33 µM]
CCCCc1nnc2sc(-c3ccc(OCC)c(OCC)c3)nn12,-6%
CCc1ccc(NC(=O)C2CCN(C(=O)c3nnn4cc(C)[nH]c(=O)c34)CC2)cc1,31%[activator]
Cc1ccc(OCCC(=O)NC(CC(C)C)C(=O)N(C)C)cc1C (configuration not stated),40%[activator]
O=C(CCl)N(CCc1ccccc1)Cc1cccs1,u
CC(C)C1=NOC2(CCN(Cc3ccc(C(F)(F)F)cc3)CC2)C1,25%[176 µM]
CCCCOCCCNC(=O)CCC(=O)O,-16%
COCCN1Cc2cc(C(=O)OC)c3c(c2C1=O)c1cc(OC)ccc1n3C(=O)c1ccccc1,0%
CN(C)c1ccc(-n2cnc3cccnc32)cc1,18%[176 µM]
O=C1CCCC2=C1C(c1cc(Cl)ccc1O)C1=C(CCCC1=O)O2,u
CC(=O)N1CCc2cc(C(=O)C(C)n3nnc(-c4ccccc4)n3)ccc21 (configuration not stated),16%
CC(C)=C/C(C)=N/Nc1ccc(S(N)(=O)=O)cc1[N+](=O)[O-],38%[activator]
C[C@H](O)c1onc(-c2ccccc2)c1C(=O)N1CCN(C)CC1,u
CN1CCN(C(=O)CC2=C3CCCCC3NC2=O)CC1 (configuration not stated),6%
COC(=O)c1ccc2nc(-c3ccc(Cl)cc3)c(Cc3ccsc3)n2c1,-16%

Part of the list above in a different format:
12-LOX inh | structure
3% | O=C(Nc1ccccc1)N1CCOC(CN(CC2CC2)C(=O)c2cccc(F)c2)C1 (configuration not stated)
-9% | CCOc1ccc(N(C(=O)C23CC4CC(CC(C4)C2)C3)C2C=CS(=O)(=O)C2)cc1 (configuration not stated)
4% | C/C(=N\NC(=O)c1ccccc1)c1ccccc1
-7%[57.4 µM] | Nc1nc(F)nc2c1ncn2[C@@H]1O[C@H](COP(=O)(O)O)[C@@H](O)[C@H]1O
44%[activator] | COCc1nc2nccc(-c3cc(OC)c(OC)c(OC)c3)n2n1
-28% | COc1ccc(-c2nc3cc(C)ccc3cc2CN2CCC[C@@H]2C(N)=O)cc1OC
u | COc1cccc(CNC(=O)CN2C(=O)C(C)=C(c3ccc(C)c(C)c3)S2(=O)=O)c1
7% | Cc1ccc(C)c(NC(=O)Cn2nc3n(c2=O)CCCC3)c1
124%[activator] | COc1ccc(NC(=O)COc2ccccc2Cl)c2cccnc12
-6% | Cc1oc(-c2cccs2)nc1CC(=O)NCc1ccc(CN2CCC(C)CC2)cc1
0%[6.33 µM] | C[S+](=O)([O-])c1ccc(-c2cc(C(=O)N3CCCC3)nn3cccc23)cc1
8%[6.33 µM] | COc1ccc(CN2CCCC3(Cc4ccccc4CN(C(C)=O)C3)C2)cc1 (configuration not stated)
-6% | CCCCc1nnc2sc(-c3ccc(OCC)c(OCC)c3)nn12
31%[activator] | CCc1ccc(NC(=O)C2CCN(C(=O)c3nnn4cc(C)[nH]c(=O)c34)CC2)cc1
40%[activator] | Cc1ccc(OCCC(=O)NC(CC(C)C)C(=O)N(C)C)cc1C (configuration not stated)
u | O=C(CCl)N(CCc1ccccc1)Cc1cccs1
25%[176 µM] | CC(C)C1=NOC2(CCN(Cc3ccc(C(F)(F)F)cc3)CC2)C1
-16% | CCCCOCCCNC(=O)CCC(=O)O
0% | COCCN1Cc2cc(C(=O)OC)c3c(c2C1=O)c1cc(OC)ccc1n3C(=O)c1ccccc1
18%[176 µM] | CN(C)c1ccc(-n2cnc3cccnc32)cc1
u | O=C1CCCC2=C1C(c1cc(Cl)ccc1O)C1=C(CCCC1=O)O2
16% | CC(=O)N1CCc2cc(C(=O)C(C)n3nnc(-c4ccccc4)n3)ccc21 (configuration not stated)
38%[activator] | CC(C)=C/C(C)=N/Nc1ccc(S(N)(=O)=O)cc1[N+](=O)[O-]
u | C[C@H](O)c1onc(-c2ccccc2)c1C(=O)N1CCN(C)CC1
6% | CN1CCN(C(=O)CC2=C3CCCCC3NC2=O)CC1 (configuration not stated)
-16% | COC(=O)c1ccc2nc(-c3ccc(Cl)cc3)c(Cc3ccsc3)n2c1

More entries.
Structure,12-LOX inh
c1ccc(-n2nnnc2C2(NC3CCCCC3)CCCC2)cc1,11%
CCN1C(=O)N[C@@H]2C[C@H](C(=O)N3CCCC3)[C@H](C)[C@H](c3ccccc3)C[C@@H]21,-12%
COc1cccc(S(=O)(=O)NCC(=O)N2CCCCCNC(=O)CC2c2ccccc2)c1 (configuration not stated),u
COCc1noc([C@@H]2CN(C(=O)c3cc(C)oc3C)C[C@H]2COC)n1,24%
O=C([C@@H]1C[C@H](F)CN1C(=O)c1ccccc1C(F)(F)F)N1CCOCC1,-1%
CCNC(=O)N1CCCC(Cc2noc(-c3cnccn3)n2)C1 (configuration not stated),10%
Cc1ccc(OCc2nnc(NC(=O)NCCc3cnc[nH]3)s2)cc1,73%[activator]

Not all compounds are listed (hit frequency here may not be typical).
